Screening data deposited in PubChem BioAssay by several laboratories.
KCNK9 block = human KCNK9 channel inhibition. Q9NPC2. B-score at 10 µM. hit rate 1.2% among 310,000. HEK293 KCNK9, FluxOR thallium flux fluorescence; hits give low values;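 active means ratio B-score over 3 SD below the library mean, with starting fluorescence within 5 SD of its mean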;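 further: negative B-score means less thallium flux so channel inhibition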
Target sequence (Q9NPC2 whole entry, looked up): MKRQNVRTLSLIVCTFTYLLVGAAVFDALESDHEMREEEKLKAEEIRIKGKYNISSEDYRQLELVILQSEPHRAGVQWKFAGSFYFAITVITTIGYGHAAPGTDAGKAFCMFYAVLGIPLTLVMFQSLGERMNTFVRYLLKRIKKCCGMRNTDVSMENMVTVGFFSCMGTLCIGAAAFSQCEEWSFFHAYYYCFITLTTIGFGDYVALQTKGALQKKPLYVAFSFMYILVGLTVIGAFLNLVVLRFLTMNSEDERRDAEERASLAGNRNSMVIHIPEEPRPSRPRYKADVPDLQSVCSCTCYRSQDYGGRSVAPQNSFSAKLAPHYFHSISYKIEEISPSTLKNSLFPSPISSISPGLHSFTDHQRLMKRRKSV
Platelet DG rel = platelet dense granule release activity; hit rate 0.22% among 300,000; human platelet-rich plasma, SFLLRN dense granule ATP release, luminescence; AID 1663; inhibition, %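 (compounds screened at 7.5 µM in platelet-rich plasma)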;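 active means mean replicate score, as percent of positive control, at or above 50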
hERG rescue = shields human hERG channel from block by proarrhythmic agents. activation (rescue from dofetilide block), less the hit threshold, % at 10 µM. hit rate 0.51% among 310,000. CHO-hERG, FluxOR thallium flux, dofetilide IC70 present. Q12809;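 active means activation above the mean of controls blocked by dofetilide plus 5 SD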;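 further: thallium influx through hERG after potassium depolarization seen as dye fluorescence rise; in these data hits start at about 4.7%; inactives centre near -7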
KCNK3 inh = human KCNK3 channel inhibition, primary screen; CHO-KCNK3 thallium flux, FluxOR fluorescence; hits give low values; O14649; B-score at 10 µM; hit rate 0.84% among 340,000;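 active means B-score under library mean minus 4 SD, starting fluorescence ratio at most library mean plus 5 SD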;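 further: more negative B-score means stronger inhibition of thallium flux through KCNK3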
DYRK1A inh = Dyrk1A (rat) kinase inhibition; inhibition, % at 12.5 µM; AID 504441; ADP-Glo luminescence, NFATc1 peptide; hit rate 0.43% among 310,000; in the data active means inhibition above about 50%;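 further: plate controls were vehicle with enzyme for no effect and no enzyme for full effect; many of its hits are not listed in these tables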
PolyA inh = inhibitors of polyadenylation in S. cerevisiae; S. cerevisiae SKY197-pL101 polyadenylation reporter, beta-gal luminescence; efflux-impaired pdr1/pdr3 knockout yeast; score 100 = 6 SD above DMSO; hit rate 0.02% among 300,000; AID 1875; calls only at 12 µM;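 active means lowest replicate activity score at least 50, where 100 means six control SD above control mean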;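 further: yeast exposed to compound for 9 h at 30 °C; higher score means more reporter readthrough which indicates perturbed polyadenylation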
KCNQ1 pot = human KCNQ1 channel potentiation or activation; P51787; CHO-K1 KCNQ1, thallium flux FluxOR fluorescence; hits give high values; B-score at 10 µM; hit rate 0.35% among 310,000; AID 2648;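 active means fluorescence ratio B-score, a plate-corrected score, at least three library SD, with initial intensity B-score within 5 SD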
Target sequence (P51787 whole entry, looked up): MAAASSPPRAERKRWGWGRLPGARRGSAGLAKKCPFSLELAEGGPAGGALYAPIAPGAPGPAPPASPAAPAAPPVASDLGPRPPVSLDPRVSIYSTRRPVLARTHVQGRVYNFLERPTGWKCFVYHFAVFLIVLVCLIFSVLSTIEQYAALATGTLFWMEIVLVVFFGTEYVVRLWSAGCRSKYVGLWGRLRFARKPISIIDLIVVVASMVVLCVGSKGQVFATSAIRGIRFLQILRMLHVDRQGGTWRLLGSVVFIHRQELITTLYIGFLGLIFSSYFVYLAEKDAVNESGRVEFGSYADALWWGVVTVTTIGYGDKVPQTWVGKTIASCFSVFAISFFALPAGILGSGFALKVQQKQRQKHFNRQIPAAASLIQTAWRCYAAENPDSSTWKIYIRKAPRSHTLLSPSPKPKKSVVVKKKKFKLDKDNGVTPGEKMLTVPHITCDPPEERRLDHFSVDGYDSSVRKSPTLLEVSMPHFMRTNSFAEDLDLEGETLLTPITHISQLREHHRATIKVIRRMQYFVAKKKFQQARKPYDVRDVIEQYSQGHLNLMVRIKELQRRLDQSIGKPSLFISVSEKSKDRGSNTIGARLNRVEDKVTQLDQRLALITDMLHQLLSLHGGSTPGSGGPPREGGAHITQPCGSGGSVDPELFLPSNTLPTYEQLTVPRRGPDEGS
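Doses: Single concentration per compound, DMSO matched to controls | Test system: KCNQ1-transfected CHO-K1 cells | Timing: 90 min dye loading and 20 min compound exposure, both at room temperature | Measured by: Kinetic FluxOR thallium fluorescence, 10-s 1-Hz baseline, 110-s post-stimulus read | Medium: Assay buffer with matched DMSO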
TRPC4 act = activators of mouse TRPC4 channel | Q9QUQ5 | HEK293 TRPC4beta/mu-opioid, Fluo4 calcium fluorescence; hits give high values | B-score at 10 µM | hit rate 0.49% among 310,000 | AID 2237;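 active means B-score above 5 SD of library B-scores, and initial fluorescence ratio not above library mean plus 5 SD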;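 further: positive B-score marks a calcium rise read as TRPC4 activation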
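Incubation: 45 min room-temperature Fluo4 loading, 110 s read / System: HEK293 cells stably co-expressing mouse TRPC4beta and mu-opioid receptor / Signal: Fluo4 fluorescence, kinetic / Control set: buffer (low) and maximal DAMGO (high) / Measure: integrated baseline-normalised fluorescence ratio, converted to per-well B score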
KCNQ1 inh = human KCNQ1 channel inhibition. P51787. CHO-K1 KCNQ1, FluxOR thallium flux fluorescence; hits give high values. B-score at 10 µM. hit rate 1.3% among 310,000. AID 2642;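 active means compounds whose thallium flux B-score, printed positive for inhibition, exceeds three library SD while starting fluorescence stays within three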;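 further: channel opened by potassium depolarization with thallium stimulus after 20 min compound exposure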
TRPC4 inh = TRPC4 (mouse) channel inhibition | HEK293 TRPC4beta/mu-opioid, DAMGO-evoked Fluo4 calcium flux; hits give low values | B-score at 10 µM | hit rate 0.39% among 300,000 | AID 2247;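 active means B-score over 3 SD under the library average, no early fluorescence shift, positive overall ratio signal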
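Assay system: Stable TRPC4beta/mu-opioid receptor HEK293 cells | Reagent: DAMGO in two steps, submaximal then maximal | Compound dosing: Single concentration per test compound | Signal: Fluo4 Ca2+ flux fluorescence | Evaluation: Per-well B score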
TRPC4 PAM = allosteric potentiators of mouse TRPC4 channel; Q9QUQ5; HEK293 TRPC4beta/mu-opioid, DAMGO EC20, Fluo-4 Ca2+ flux; hits give high values; B-score at 10 µM; hit rate 0.42% among 310,000; AID 2227;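 active means B-score of calcium response area above 5 SD of library B-scores, with initial fluorescence ratio within 5 SD of library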;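 further: B-score of integrated fluorescence ratio over time as area under calcium response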
* hit, by the source's call; i = inactive; x = not tested or not shown. An excerpt (hit frequency here may not be typical).

Results follow in this order: KCNK9 block, Platelet DG rel, hERG rescue, KCNK3 inh, DYRK1A inh, PolyA inh, KCNQ1 pot, TRPC4 act, KCNQ1 inh, TRPC4 inh, TRPC4 PAM
> Cc1cc2ccccc2n1CCNC(=O)C1CCCCC1
    i, 0, -12, i, 2, i, i, i, i, i, i
> Cc1ccc(-c2csc(NC(=O)CN3CCC(C(N)=O)CC3)n2)cc1
    i, -7, -2, i, -6, i, i, i, i, i, i
> Cn1cccc1CC(=O)N/N=C/c1ccc(Cl)c([N+](=O)[O-])c1
    i, -3, -11, i, -7, i, i, i, i, i, i
> COCCNC(=S)Nc1ccc([N+](=O)[O-])cc1C
    i, 11, -1, i, -4, i, i, i, i, i, i
> O=C(c1ccc2c(c1)OCO2)N1CCN(c2ncccn2)CC1
    i, -1, -4, i, -1, i, i, i, i, i, i
> Cc1cccc(C)c1NC(=O)C(NC(=O)c1ccccn1)c1ccccc1[N+](=O)[O-] (configuration not stated)
    i, -8, -15, i, 1, i, i, i, i, i, i
> CN1CCN(C(=O)c2cnn(-c3ccccc3)c2NC(=O)c2ccccc2Br)CC1
    i, -1, -10, i, 2, i, i, i, i, i, i
> CC(C)[C@H](NC(=O)c1ccco1)C(=O)OCC(=O)Nc1ccc(Cl)c(S(=O)(=O)N(C)C)c1
    i, 12, -10, i, -2, i, i, i, i, i, i
> Cc1cnc(C(=O)N2CCCC(N3CCN(c4ccccc4F)CC3)C2)cn1 (configuration not stated)
    i, 0, -6, i, 2, i, i, i, i, i, i
> COc1cc(SC)ccc1C(=O)Nc1ccc2ncccc2c1
    i, 9, -2, i, 2, i, i, i, i, i, i
> CC1CN(CC(=O)c2c(N)n(Cc3ccccc3)c(=O)n(C)c2=O)CC(C)O1 (configuration not stated)
    i, 10, -15, i, -1, i, i, i, i, i, i
> Nc1c(C(=O)c2ccccc2)sc2c1c(=O)[nH]c(=O)n2-c1ccccc1
    i, 14, -9, i, 7, i, i, i, i, i, i
> CCOC(=O)c1cc2c(=O)n3ccccc3nc2n(Cc2ccco2)c1=NC(=O)c1cccnc1
    i, 0, -23, i, 0, i, i, i, 7*, i, 11*
> Cc1nc(NC(=O)c2ccc(F)cc2)sc1C(=O)Nc1ccc2c(c1)CCC2
    i, 2, 2, i, 1, i, i, i, i, i, i
> N#C/C(=C\c1ccncc1)c1ccccn1
    i, 3, -2, i, 3, i, i, i, i, i, i
> Cc1cc(/C([O-])=C(/C(=S)Nc2ccc(F)cc2)[n+]2ccccc2)c(C)n1-c1ccc(F)cc1
    i, -2, -16, i, 8, i, i, i, i, i, i
> Cc1c(C(=O)Nc2cc(F)ccc2F)sc2nc3n(c(=O)c12)CCCCC3
    i, -3, -9, i, -6, i, i, i, i, i, i
> CN(C)c1ccnc2sc3c(=O)n(Cc4ccccc4)cnc3c12
    i, 0, -11, i, -2, i, i, i, i, i, i
> Cc1ccnc(NS(=O)(=O)Cc2ccccc2)c1
    i, 2, 1, i, -3, i, i, i, i, i, i
> COc1ccccc1OCC(=O)OCC(=O)Nc1sccc1C(N)=O
    i, -4, -10, i, 11, i, i, i, i, i, i
> Cc1ccc(/C=c2/sc3nnc(-c4ccccc4Cl)n3c2=O)o1
    i, -2, -12, i, 5, i, i, i, i, i, i
> COC(=O)c1ccc(OC(=O)N2CCOCC2)cc1
    i, -4, -2, i, -1, i, i, i, i, i, i
> CCc1ccc(OCC(=O)N2CCc3ccccc32)cc1
    i, 2, -3, i, 2, i, i, i, i, i, i
> Cc1ccccc1-n1c(SCC(=O)N/N=C/c2sccc2C)nc2ccccc2c1=O
    i, 9, -8, i, -9, i, i, i, i, i, i
> CC(=O)c1ccccc1NC(=O)CSc1nnc2ccccn12
    i, -2, -5, x, x, i, i, i, i, i, i
> O=C(c1ccccc1Cc1ccccc1)N1CCN(S(=O)(=O)c2ccccc2)CC1
    i, -2, -5, i, 1, i, i, i, i, i, i
> COc1ccccc1NC(C)=O
    i, -4, 0, i, 0, i, i, i, i, i, i
> CC(=O)NC(=O)Nc1sc(=S)n(C)c1C
    i, -1, -7, i, 8, i, i, i, i, i, i
> Cc1ccc(C(C(=O)NCc2ccccc2)N(Cc2cccs2)C(=O)c2ccc3c(c2)OCCO3)cc1 (configuration not stated)
    i, -1, -10, i, -3, i, i, i, i, i, i
> COc1ccc(/C=C/C(=O)c2cc(Br)ccc2O)cc1OC
    i, 7, -9, i, x, i, i, i, i, i, i
> CCOC(=O)c1c(CN2CCN(c3ccccc3)CC2)oc2ccc(O)cc12
    i, -8, -2, i, 1, i, i, i, i, i, i
> Cc1nnc(NC(=O)c2oc3c(ccc4ccccc43)c2C)s1
    i, 7, -6, i, 22, i, i, i, i, i, i
> Cc1nc2ccc(NC(=O)N3CCC(c4ccccc4)C3)cc2nc1C (configuration not stated)
    i, 2, -11, i, 10, i, i, i, i, i, i
> COc1cccc(OC)c1C(=O)N1CCN(S(=O)(=O)c2ccccc2)CC1
    i, 7, -12, i, 7, i, i, i, i, i, i
> Cc1cc(N2CC34C=CC(O3)C(C(=O)O)C4C2=O)no1 (configuration not stated)
    i, 0, -9, i, 0, i, i, i, i, i, i
> CN(C)/C=C/C(=O)c1ccccc1F
    i, 8, -10, i, 0, i, i, i, i, i, i
> CCC1COCCS(=O)(=O)N1Cc1ccc(C)cc1 (configuration not stated)
    i, 12, -4, i, 3, i, i, i, i, i, i
> COc1ccc(CN2CCN(C(=O)CC(C)C)CC2)c(OC)c1OC
    i, 2, -9, i, -4, i, i, i, i, i, i
> CCOC(=O)C1CCN(S(=O)(=O)c2ccc(OC)c(Cl)c2Cl)CC1
    i, 2, -5, i, 2, i, i, i, i, i, i
> CCCNC(=O)Cn1nc(C(F)(F)F)cc1C
    i, -7, -3, i, -4, i, i, i, i, i, i
> O=C(O)C(Sc1ccncn1)c1ccccc1 (configuration not stated)
    i, 0, -15, i, -2, i, i, i, i, i, i
> COc1cccc(-c2cc(C(F)(F)F)nc(-n3cccn3)n2)c1
    i, -5, -13, i, 0, i, i, i, i, i, i
> Cc1cc(C(=O)NCCN2CCCCC2C)n(-c2ccccc2)n1 (configuration not stated)
    i, 1, -4, i, 7, i, i, i, i, i, i
> Cc1cccc(/C=C/c2nc3ccccc3c(=O)n2Cc2ccccc2)c1
    i, 8, -14, i, 4, i, i, i, i, i, i
> Clc1ccccc1Cn1nnc2c(N3CCCC3)ncnc21
    i, -3, -9, i, 0, i, i, i, i, i, i
> COc1ccc(-c2cc(C(=O)Nc3cccnc3)no2)cc1OC
    i, 25, -5, i, 3, i, i, i, i, i, i
> NC1=C([N+](=O)[O-])C(c2ccc(F)cc2)C2=C(CCCC2=O)O1 (configuration not stated)
    i, -5, -9, i, 6, i, i, i, i, i, i
> C=CCNC(=S)N1CCN(c2ncc(C(F)(F)F)cc2Cl)CC1
    i, 5, -11, i, -2, i, i, i, i, i, 11*
> CC(C)(CO)CNC(=O)CCc1nnc(Cc2ccc(-c3ccccc3)cc2)o1
    i, 1, -3, i, x, i, i, i, i, i, i
> Cc1ccc(NC(=O)c2ccc3c(c2)NC(=O)CS3)nc1
    i, 0, -14, i, 1, i, i, i, i, i, i
> O=C(CSc1nc(O)cc(=O)[nH]1)Nc1ccc2c(c1)CCC2
    i, 10, -11, i, 5, i, i, i, i, i, i
> COC(=O)CCc1nc2ccccc2[nH]c1=O
    i, -4, -1, i, -1, i, i, i, i, i, i
> Cc1ccc(-n2c(Cl)c(Cl)[nH]c(=O)c2=O)cc1
    i, -8, -8, i, 0, i, i, i, i, i, i
> CC#CCN1c2ccccc2[C@]23C[C@@H](C(=O)OC)N(C(=O)c4cc(C)oc4C)C2=NC(C(=O)OC)=C(C(=O)OC)[C@H]13
    i, 3, -9, i, 30, i, i, i, i, i, i
> Cc1ccc(S(=O)(=O)CC(=O)Nc2nccs2)cc1
    i, 2, -14, i, 7, i, i, i, i, i, i
> COc1ccc(NC(=O)CN2CCCCCC2)cc1OC
    i, 14, -5, i, 6, i, i, i, i, i, i
> Clc1ccc(-n2nnnc2CN2CCCCC2)cc1Cl
    i, 2, -17, i, 4, i, i, i, i, i, i
> COc1ccc([N+](=O)[O-])cc1-c1nc2ccccc2nc1-c1ccccc1
    -9.2*, -2, -8, -12*, x, i, i, i, i, i, i
> Cc1sc2ncnc(N/N=C/c3cccc(O)c3)c2c1C
    i, 4, -13, i, 17, i, i, i, i, i, i
> COc1cccc(CNC(=O)CSC(=S)N2CCCC2)c1
    i, -5, -16, i, 16, i, i, i, i, i, i

Retrieved one by one from the entries so far:
Results follow in this order: KCNK9 block, Platelet DG rel, hERG rescue, KCNK3 inh, DYRK1A inh, PolyA inh, KCNQ1 pot, TRPC4 act, KCNQ1 inh, TRPC4 inh, TRPC4 PAM
> COc1ccc(-c2cc(C(=O)Nc3cccnc3)no2)cc1OC
    i, 25, -5, i, 3, i, i, i, i, i, i
> COc1ccc(NC(=O)CN2CCCCCC2)cc1OC
    i, 14, -5, i, 6, i, i, i, i, i, i

Continued.
Results follow in this order: KCNK9 block, Platelet DG rel, hERG rescue, KCNK3 inh, DYRK1A inh, PolyA inh, KCNQ1 pot, TRPC4 act, KCNQ1 inh, TRPC4 inh, TRPC4 PAM
> CCN1C(=O)[C@H]2[C@@H](c3ccc(C)cc3)N3C(=O)N(c4ccc(C)cc4)C(=O)[C@@]3(CC)[C@H]2C1=O
    i, -5, -8, i, 2, i, i, i, i, i, i
> C(=N\Nc1nc2ccccc2s1)/c1ccccn1
    i, 24, -8, i, x, i, i, i, i, i, i
> CN1CCN(c2ccc(NC(=O)CSc3ccccc3)cc2F)CC1
    i, 0, -7, i, -8, i, i, i, i, i, i
> CCn1cc(Cl)c(C(=O)NNC(=O)CCn2ccc([N+](=O)[O-])n2)n1
    i, -12, -5, i, -1, i, i, i, i, i, i
